Screens as filed in PubChem BioAssay.
CXXC DNA block – qHTS Fluorescence Polarization Assay for Inhibitors of MLL CXXC domain - DNA interaction | Potency, µM (top dose mostly 115 µM), for the others: at the top dose activity change, negative = inhibition, actives largely listed as inhibitors | AID 2662, 2010 | MLL-CXXC / FITC-HOXA9 DNA fluorescence polarization | Histone-lysine N-methyltransferase 2A (Homo sapiens), Q03164 | 290,000 compounds, 0.037% hits; active = well fitted inhibition curve with a large enough effect in the polarisation, with a control signal flat, not every such curve was filed as active; inconclusive = small, poorly fitted or top-dose-only effect, or effect the other way, or a change in a side signal; inactive = no such curve, though single readings can be large or run the other way; the % refers to the polarisation; note: potency is the fitted concentration of half-maximal effect
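Fluorescence polarization: 7 uM MLL-CXXC (stock) preincubated 5 min with compounds, then 50 nM fluorescein-HOX-A9 DNA (stock) added; 30 min ambient. Buffer 50 mM Tris-HCl pH 7.5, 50 mM NaCl, 1 mM DTT, 0.05% BSA.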
KCNH2 3.1 inh – qHTS for Inhibitors of KCHN2 3.1: Mutant qHTS; Potassium voltage-gated channel subfamily H member 2, brain isoform KCNH2 3.1 (human); U2OS KCNH2 3.1, thallium flux FluxOr; hits give low values; activity change, % (tested at about 1.8 µM); 340,000 compounds, 0.95% hits; AID 720553, 2013;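 active = maximum activity change below -70%; inconclusive = maximum activity change from -70% to -50%; inactive = maximum activity change above -50%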;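 note: thallium influx rate constant from kinetic fluorescence after stimulation buffer; % is set by controls: 0 for no effect and ±100 for the full control effect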
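Measured as rate of thallium-driven FluxOr signal in transduced U2OS cells carrying the 3.1 channel, read kinetically for 2 min upon stimulation; values are rate constants scaled to DMSO control wells.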
Coupling enz – qHTS Assay for Inhibitors of Fructose-1,6-bisphosphate Aldolase from Giardia Lamblia: Coupling assay counterscreen; coupling enzyme system counterscreen, AmpLite Red fluorescence; activity change, negative = inhibition, % at 58.2 µM, hits read low; 290,000 compounds, 0.67% hits; AID 2472, 2010; in the data active = activity change below about -30%; note: % is set by controls: 0 for no effect and ±100 for the full control effect
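First, compound is pin-transferred into glyceraldehyde-3-phosphate coupling-enzyme reagent at 57.5 uM final and held 10 min at RT. Next, substrate, coupling system and AmpLite Red are added. After 20 min RT, fluorescence (525/598 nm) is read.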
KCNH2 WT inh – qHTS for Inhibitors of KCHN2 3.1: Wildtype qHTS. U2OS, BacMam KCNH2, thallium flux FluxOr; hits give low values. activity change, % at 1.84 µM. 340,000 compounds, 0.37% hits. AID 720551, 2013;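 active = maximum activity change below -70%; inconclusive = maximum activity change between -70% and -50%; inactive = maximum activity change above -50%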; note: % is set by controls: 0 for no effect and ±100 for the full control effect
Target sequence (Q12809 whole entry, looked up): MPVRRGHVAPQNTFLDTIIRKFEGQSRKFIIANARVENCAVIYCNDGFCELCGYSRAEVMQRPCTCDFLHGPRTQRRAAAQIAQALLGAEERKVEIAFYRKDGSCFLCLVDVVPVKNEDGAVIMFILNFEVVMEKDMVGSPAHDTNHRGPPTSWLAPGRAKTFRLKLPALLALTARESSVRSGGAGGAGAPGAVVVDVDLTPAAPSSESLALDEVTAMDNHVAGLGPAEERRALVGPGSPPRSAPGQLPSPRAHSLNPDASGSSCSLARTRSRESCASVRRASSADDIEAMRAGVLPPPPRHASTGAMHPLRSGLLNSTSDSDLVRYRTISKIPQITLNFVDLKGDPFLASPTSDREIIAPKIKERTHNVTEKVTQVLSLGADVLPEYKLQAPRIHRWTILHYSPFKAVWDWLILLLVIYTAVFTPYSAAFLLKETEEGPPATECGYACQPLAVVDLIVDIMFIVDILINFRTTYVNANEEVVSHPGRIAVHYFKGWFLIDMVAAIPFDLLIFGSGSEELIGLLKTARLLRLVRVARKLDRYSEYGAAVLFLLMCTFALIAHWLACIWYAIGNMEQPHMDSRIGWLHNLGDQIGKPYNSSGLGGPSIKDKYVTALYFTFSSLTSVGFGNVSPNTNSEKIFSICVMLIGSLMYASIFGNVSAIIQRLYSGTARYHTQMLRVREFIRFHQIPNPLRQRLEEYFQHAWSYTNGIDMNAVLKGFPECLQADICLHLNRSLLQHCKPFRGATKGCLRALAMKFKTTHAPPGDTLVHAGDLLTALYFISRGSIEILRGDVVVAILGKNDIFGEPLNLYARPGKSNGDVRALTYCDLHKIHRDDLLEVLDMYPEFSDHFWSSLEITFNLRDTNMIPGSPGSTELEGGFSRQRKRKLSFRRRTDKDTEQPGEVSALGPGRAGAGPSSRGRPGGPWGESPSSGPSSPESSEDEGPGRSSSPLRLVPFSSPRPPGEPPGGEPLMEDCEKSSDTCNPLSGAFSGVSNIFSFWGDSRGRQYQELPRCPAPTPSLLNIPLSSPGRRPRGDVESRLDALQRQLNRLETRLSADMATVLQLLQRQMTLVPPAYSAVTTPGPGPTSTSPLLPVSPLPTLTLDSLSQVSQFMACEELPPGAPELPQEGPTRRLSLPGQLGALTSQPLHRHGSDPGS
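U2OS cells transduced with wild-type KCNH2 virus are loaded with FluxOr dye for 45 min, and thallium flux is measured in kinetic reads before and after stimulation buffer. Rate constants are normalized to DMSO controls.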
AT treatment – qHTS Assay for Identifying a Potential Treatment of Ataxia-Telangiectasia | […] A-T fibroblasts, KAP-1 phosphorylation AlphaLISA; neocarzinostatin DNA damage 30 min before lysis | Potency, µM (series often up to 57.5 µM), for inactives: at the top dose activation, usual class: activators | 320,000 compounds, 0.19% hits; note: potency is the fitted concentration of half-maximal effect; % of control where 0% means no effect; nearly all actives have a fitted effect of over 45% in size
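ATM-like activity read as KAP-1 phosphorylation via AlphaLISA donor/acceptor antibody pairs after lysis and 6 hr at 25C. Cells were ATM-null patient fibroblasts ([…], hTERT), dosed 60 min, then exposed to the DSB inducer NCS for 30 min.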
GALK inhibitor – qHTS Assay for Inhibitors of Human Galactokinase (GALK). Potency, µM (top dose mostly 57.5 µM), without a hit: at the highest dose activity change, negative = inhibition, hits mostly inhibitors. Purified GALK, Kinase-Glo residual ATP luminescence. P51570. 270,000 compounds, 0.007% hits; note: potency is the fitted concentration of half-maximal effect; % is set by controls: 0 for no effect and ±100 for the full control effect
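5 nM enzyme, 35 uM ATP, 100 uM galactose, 20 mM HEPES pH8.0, 5 mM MgCl2; 1 h RT; residual ATP by Kinase-Glo Plus luminescence, qHTS format.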
S-ASM inh – Inhibitors of Secretory Acid Sphingomyelinase (S-ASM): qHTS; AID 504937, 2011; Potency, µM (titrated, usually from 57.5 µM), without a hit: at the highest dose activity change, negative = inhibition, actives largely listed as inhibitors; Sphingomyelin phosphodiesterase (Homo sapiens), P17405; placental ASM, HMU-PC fluorogenic substrate, 60 min; 340,000 compounds, 0.006% hits; note: potency is the fitted concentration of half-maximal effect
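Steps: dispense placental human ASM, pin compound, wait 10 min at room temperature, add HMU-PC0 substrate at 9 uM final, incubate 60 min at 37 °C, add stop solution raising pH to 10, read fluorescence.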
Integrin act MD – qHTS for Activators of Integrin-Mediated Alleviation for Muscular Dystrophy; AID 624291, 2012; alpha7betagal myoblasts, beta-gal FDG fluorescence, 48 h; 350,000 compounds, 0.064% hits; Potency, µM (doses to about 38.3 µM), without a hit: top-dose activation, usual class: activators;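 note: potency is the fitted concentration of half-maximal effect; 100% = response of the positive control SU9516; nearly all actives have a fitted effect of over 60% in size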
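Alpha7betagal+/- myoblasts (passage 13) were plated 16-24 hr, then exposed to compounds (1:260 dilution of DMSO stock) for 48 hours at 37C. After MPER lysis, β-galactosidase reporter activity was read as FDG fluorescence (ex 480/em 540) after 30 minutes.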
TRPV1 ag – HTS Assay for Compounds that Act as Agonists of the Vanilloid Receptor 1; Transient receptor potential cation channel subfamily V member 1 (Homo sapiens), Q8NER1; TRPV1-expressing cells, Fluo-8 calcium influx, agonist mode; activation, % at 8.33 µM; 320,000 compounds, 0.19% hits; in the data active = activation above about 80%; inconclusive = between about 30% and that limit; note: 0% is about no effect
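Cells expressing TRPV1 were dye-loaded with Fluo-8 and read kinetically: 10 s baseline, 3 min after compound (agonist portion), then 2 min after EC20 capsaicin (allosteric enhancer portion). Calcium-bound dye fluorescence at 480/520 nm.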
MBNL1-CUG inh – qHTS Assay for Inhibitors of MBNL1-poly(CUG) RNA binding | 280,000 compounds, 0.036% hits | Muscleblind-like protein 1 (Homo sapiens), Q9NR56 | Potency, µM (doses to about 57.5 µM), inactives show at the highest dose activity change, negative = inhibition, hits mostly inhibitors | TR-FRET MBNL1-His/biotin-(CUG)12 binding, 665/545 ratio; active = well fitted inhibition curve with a large enough effect in the signal ratio, with a control signal flat, not every such curve was filed as active; inconclusive = small, poorly fitted or top-dose-only effect, or effect the other way, or a change in a side signal; inactive = no such curve, though single readings can be large or run the other way; the % refers to the signal ratio; note: potency is the fitted concentration of half-maximal effect; % is set by controls: 0 for no effect and ±100 for the full control effect
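Compounds (final 92 nM to 58 uM) are added to His-tagged MBNL1 and biotin-(CUG)12, then terbium anti-His antibody and streptavidin-XL665 (5 nM final). After 60 min at room temperature, the 665/545 nm ratio is read.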
Numbers without * were called inactive; [ ] = another dose, or the depositor's remark. Unless noted, calls come from the whole dose curve; as a rule, active = well fitted curve in the direction sought with a large enough effect; inconclusive = small, poorly fitted or top-dose-only effect, or another doubt; inactive = no such curve, though single readings can be large; an effect the other way counts as inactive or inconclusive. Compounds as they come. About 2% of those tested had a hit in this group.

Results for CC(NS(=O)(=O)c1ccc(OCC(=O)N2CCOCC2)c(Cl)c1)c1ccccc1 (configuration not stated) ?
CXXC DNA block: 17%; KCNH2 3.1 inh: 5; Coupling enz: 0; KCNH2 WT inh: 9; AT treatment: -2%; GALK inhibitor: 0%; S-ASM inh: 2%; Integrin act MD: 13%; TRPV1 ag: inconclusive; MBNL1-CUG inh: -7%

Results for Cc1cc(C)c(S(=O)(=O)C(C)C)c(=O)[nH]1 ?
CXXC DNA block: 15%; KCNH2 3.1 inh: 4; Coupling enz: 2; KCNH2 WT inh: -1; AT treatment: -5%; GALK inhibitor: 0%; S-ASM inh: 0%; Integrin act MD: 5%; TRPV1 ag: 0

How did CS(=O)(=O)N1CCN(c2ccccc2NC(=O)c2ccc(-c3ccc(Br)cc3)o2)CC1 do in these assays?
CXXC DNA block: 11%; KCNH2 3.1 inh: -20; Coupling enz: 3; KCNH2 WT inh: -4; AT treatment: 0%; GALK inhibitor: -2%; S-ASM inh: -1%; Integrin act MD: 6%; TRPV1 ag: 2; MBNL1-CUG inh: 121%[activator]

Results for CCOC(=O)C1CCN(C(=O)c2ccc(OCC(=O)Nc3cccc(C(F)(F)F)c3)cc2)CC1 ?
CXXC DNA block: -5%; KCNH2 3.1 inh: -10; KCNH2 WT inh: 0; AT treatment: 7%; GALK inhibitor: -4%; S-ASM inh: -2%; Integrin act MD: -27%; TRPV1 ag: 2; MBNL1-CUG inh: 0%

Results for CS(=O)(=O)Nc1ccc(C(=O)Nc2ccc(S(=O)(=O)N3CCCC3)cc2)cc1 ?
CXXC DNA block: 5%; KCNH2 3.1 inh: -4; Coupling enz: 1; KCNH2 WT inh: 8; AT treatment: 0%; GALK inhibitor: 7%; S-ASM inh: 2%; Integrin act MD: inconclusive; TRPV1 ag: -8; MBNL1-CUG inh: -6%

Results for COc1ccc(C(=O)Nc2nnc(Cc3ccc(OC)c(OC)c3)s2)c(OC)c1 ?
CXXC DNA block: -10%; KCNH2 3.1 inh: 1; Coupling enz: -6; KCNH2 WT inh: 0; AT treatment: 4%; GALK inhibitor: -5%; S-ASM inh: -3%; Integrin act MD: -3%; TRPV1 ag: 15; MBNL1-CUG inh: 19%

What do the screens show for `CC(=O)Nc1ccc(-c2nnc(SCC(=O)NCc3ccco3)n2C)cc1`?
CXXC DNA block: 10%; KCNH2 3.1 inh: 4; Coupling enz: 0; KCNH2 WT inh: 1; AT treatment: 1%; GALK inhibitor: -2%; S-ASM inh: 3%; Integrin act MD: 10%; TRPV1 ag: -2; MBNL1-CUG inh: 4%

Results for CC(=O)C1=C(O)C(=O)N(c2ccc(Br)cn2)C1c1ccccc1[N+](=O)[O-] (configuration not stated) ?
CXXC DNA block: inconclusive; KCNH2 3.1 inh: -13; Coupling enz: 9; KCNH2 WT inh: -5; AT treatment: -3%; S-ASM inh: -3%; Integrin act MD: 7%; TRPV1 ag: 0; MBNL1-CUG inh: inconclusive

Results for Cc1ccc(-c2nn(-c3cccc(F)c3)cc2CN(Cc2nccn2C)C(C)C)o1 ?
CXXC DNA block: -2%; KCNH2 3.1 inh: -31; Coupling enz: 2; KCNH2 WT inh: 12; AT treatment: -7%; GALK inhibitor: 9%; S-ASM inh: 4%; Integrin act MD: 0%; TRPV1 ag: 15; MBNL1-CUG inh: -11%

How did O=C(NNS(=O)(=O)c1cc(Cl)c(Cl)cc1Cl)c1cccnc1 do in these assays?
CXXC DNA block: -1%; KCNH2 3.1 inh: 11; KCNH2 WT inh: 40; AT treatment: -2%; GALK inhibitor: 3%; S-ASM inh: 4%; Integrin act MD: -6%; TRPV1 ag: -1; MBNL1-CUG inh: 0%

Results for O=C(CCCN1C(=O)c2ccccc2C1=O)Nc1ccc(S(=O)(=O)N2CCOCC2)cc1 ?
CXXC DNA block: 8%; KCNH2 3.1 inh: -2; Coupling enz: -14; KCNH2 WT inh: 21; AT treatment: 14%; GALK inhibitor: -1%; S-ASM inh: -2%; Integrin act MD: 18%; TRPV1 ag: 5; MBNL1-CUG inh: 13%

What do the screens show for `O=C(CC1SCCNC1=O)Nc1ccc(Cl)c(Cl)c1` (configuration not stated)?
CXXC DNA block: -4%; KCNH2 3.1 inh: -5; Coupling enz: 1; KCNH2 WT inh: 0; AT treatment: -5%; GALK inhibitor: 2%; S-ASM inh: 0%; Integrin act MD: 7%; TRPV1 ag: inconclusive; MBNL1-CUG inh: -8%

What do the screens show for `Cc1[nH]n(-c2ccccc2)c(=O)c1N=O`?
CXXC DNA block: -12%; KCNH2 3.1 inh: 0; Coupling enz: -4; KCNH2 WT inh: 8; AT treatment: -5%; GALK inhibitor: 6%; S-ASM inh: 4%; Integrin act MD: -16%; TRPV1 ag: -3; MBNL1-CUG inh: inconclusive

How did Cc1ccc(NCC(=O)N/N=C/c2ccncc2)cc1 do in these assays?
CXXC DNA block: -4%; KCNH2 3.1 inh: 7; Coupling enz: 1; KCNH2 WT inh: -13; AT treatment: 6%; GALK inhibitor: 0%; S-ASM inh: -1%; Integrin act MD: -60%[inhibitor]; TRPV1 ag: 25; MBNL1-CUG inh: inconclusive

Results for O=C(Nc1ccccc1N1CCOCC1)c1csc2c1CCCC2 ?
CXXC DNA block: -8%; KCNH2 3.1 inh: 6; Coupling enz: 0; KCNH2 WT inh: -8; AT treatment: 2%; S-ASM inh: 1%; Integrin act MD: -13%; TRPV1 ag: 11; MBNL1-CUG inh: 22%

Results for Nc1c(Cl)cc(N=Nc2ccccc2)cc1Cl ?
KCNH2 3.1 inh: 2; KCNH2 WT inh: -8; S-ASM inh: -18%; Integrin act MD: -3%

How did CCN(CCCNC(=O)COc1cc(=O)n(C)c2ccccc12)c1cccc(C)c1 do in these assays?
CXXC DNA block: 0%; KCNH2 3.1 inh: -1; Coupling enz: -2; KCNH2 WT inh: 0; AT treatment: -3%; GALK inhibitor: 0%; S-ASM inh: 0%; Integrin act MD: -4%; TRPV1 ag: 4; MBNL1-CUG inh: -9%

How did NC(=O)CC(CC(=O)OCc1ccccc1)c1ccccc1 (configuration not stated) do in these assays?
CXXC DNA block: -10%; KCNH2 3.1 inh: -1; Coupling enz: 0; KCNH2 WT inh: 5; AT treatment: -15%; GALK inhibitor: 4%; S-ASM inh: 2%; Integrin act MD: 25%; TRPV1 ag: -3; MBNL1-CUG inh: -3%

How did Cc1nn(C(=O)c2ccco2)c(C)c1Br do in these assays?
CXXC DNA block: 54%[activator]; KCNH2 3.1 inh: -10; Coupling enz: -1; KCNH2 WT inh: -4; GALK inhibitor: 0%; S-ASM inh: -2%; Integrin act MD: -18%; TRPV1 ag: 10; MBNL1-CUG inh: 3%

What do the screens show for `CSCCC(NC(=O)c1ccccc1Cl)C(=O)Nc1ccc(C)c(S(=O)(=O)N2CCOCC2)c1` (configuration not stated)?
KCNH2 3.1 inh: -19; KCNH2 WT inh: 4; AT treatment: 8%; S-ASM inh: 1%; Integrin act MD: -3%; TRPV1 ag: 0

What do the screens show for `Clc1ccccc1CSc1nncn1-c1cccnc1`?
CXXC DNA block: 7%; Coupling enz: 2; AT treatment: -1%; GALK inhibitor: 0%; TRPV1 ag: 2; MBNL1-CUG inh: -1%

What do the screens show for `Cc1cc(C)n(-c2n[nH]c(C)c2[N+](=O)[O-])n1`?
CXXC DNA block: -1%; KCNH2 3.1 inh: 6; Coupling enz: -1; KCNH2 WT inh: -7; AT treatment: -1%; GALK inhibitor: 7%; S-ASM inh: 4%; Integrin act MD: 2%; TRPV1 ag: -3; MBNL1-CUG inh: -18%

What do the screens show for `O=C(N/N=C/c1sc(N2CCOCC2)nc1-c1ccccc1)c1ccccc1F`?
CXXC DNA block: 2%; KCNH2 3.1 inh: -4; Coupling enz: 4; KCNH2 WT inh: 0; AT treatment: -3%; GALK inhibitor: -3%; S-ASM inh: 244%[activator]; Integrin act MD: 17%; TRPV1 ag: -2
